Salmonella PhoP GFP – PhoP regulon inhibitors, Salmonella typhi PhoP promoter GFP reporter, confirmatory (AID 1850) | 310,000 tested, 0.33% active | Salmonella Typhi PhoP-promoter GFP reporter, fluorescence, 4 h; higher % means a stronger effect | one-dose inhibition, % at 50 µM; IC50 in µM for titrated hits; in the data active = a potency from the dose series; inconclusive = inhibition mostly from about 25% at the one dose, without a potency; inactive = the rest, 99 in 100 with inhibition below about 19%;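 note: 0% = induced wells with vehicle and 100% = uninduced wells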
influenza NS1A – H1N1 influenza NS1A inhibitors, functional cell based assay (AID 504329). NS1A functional cell-based assay, percent inhibition; higher % means a stronger effect. inhibition, % at 12.5 µM, or IC50 in µM where a hit was titrated. 340,000 tested, 0.3% active; in the data active = a potency from the dose series; inconclusive = inhibition above about 27% without an active follow-up result; note: strong numbers were not always called active
M. tuberculosis – growth inhibition of non-replicating M. tuberculosis (AID 488890); Mycobacterium tuberculosis non-replicating, growth inhibition; higher % means a stronger effect; one-dose inhibition, % at 25 µM; IC50 in µM for titrated hits; 320,000 tested, 0.39% active; in the data active = a potency from the dose series; inconclusive = inhibition mostly from about 82% at the one dose, without a potency; inactive = the rest, 99 in 100 with inhibition below about 76%;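 note: plate controls were DMSO cells for no effect and high antibiotic wells for full effect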
H37Rv inhibition – M. tuberculosis growth inhibition, HTS (AID 449762). M. tuberculosis H37Rv growth inhibition, 7H9 media; higher % means a stronger effect. one-dose inhibition, % at 25 µM; IC50 in µM for titrated hits. 330,000 tested, 0.59% active; in the data active = a potency from the dose series; inconclusive = inhibition above about 70% without an active follow-up result;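 note: bacterial growth assessed after seven days of incubation; strong numbers were not always called active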
inhibitors of VEEV – inhibitors of VEEV TC-83 cytopathic effect, confirmation, Vero cells (AID 588727); Vero cells, VEEV TC-83 cytopathic effect inhibition; higher % means a stronger effect; one-dose inhibition, % at 20 µM; IC50 in µM for titrated hits; 350,000 tested, 0.13% active; in the data active = a potency from the dose series; inconclusive = inhibition mostly from about 14% at the one dose, without a potency; inactive = the rest, 99 in 100 with inhibition below about 12%; note: strong numbers were not always called active
inhibitors of VEEV 10K pilot screen – second read-out of inhibitors of VEEV, no call of its own (marks repeat the call); inhibition, %; measured here: 10K pilot screen inhibition
Active calls of the source: *; i = inactive; u = inconclusive; x = not tested or not shown.

SMILES	Salmonella PhoP GFP	influenza NS1A	M. tuberculosis	H37Rv inhibition	inhibitors of VEEV	others
O=C1CCC(C(=O)OCC(=O)c2c[nH]c3ccccc23)=NN1	-6%	3%	-6%	-1%	i
CN(C)S(=O)(=O)c1ccc(S(=O)(=O)NCc2ccc3c(c2)OCO3)cc1	-1%	15%	13%	7%	0.0%
CC(C)(C)CC(C)(C)c1ccc(OCCOCC[N+](C)(C)Cc2ccccc2)cc1	20µM*	7%	u	26µM*	i
COc1ccc(-n2c(SCC(N)=O)nc3nc4c(cc3c2=O)COC(C)(C)C4)cc1	-5%	-5%	-4%	-2%	0.0%
COc1ccc(C(=O)Nc2nnc(S(=O)(=O)N(C)Cc3ccc(F)cc3)s2)cc1OC	9%	5%	8%	0%	0.3%
COc1ccccc1C(=O)COC(=O)c1cc(=O)[nH]c2ccccc12	9%	-2%	-22%	-2%	2.0%
O=C(COC(=O)CCN1C(=O)/C(=C\C=C\c2ccccc2)SC1=S)Nc1cc(F)ccc1F	-6%	-1%	i	u	2.4%
Cc1ccc(S(=O)(=O)N2CCN(C(=O)COc3ccc(C)nc3[N+](=O)[O-])CC2)c(C)c1	12%	11%	25%	3%	1.8%
Cc1cccc(-n2c3nc(=O)[nH]c(=O)c-3cc3cc([N+](=O)[O-])ccc32)c1	0%	-5%	27%	-5%	i
Cc1cc(NC(=O)C(C)C)ncc1NC(=O)c1ccco1	14%	-10%	4%	4%	0.3%
Cc1ccc(S(=O)(=O)Cn2nnnc2CN(Cc2ccco2)Cc2cccs2)cc1	-2%	-12%	11%	-7%	8.3%
CNC(=O)CS(=O)CC(=O)Nc1cc(OC(C)C)c(Cl)cc1Cl (stereo unspecified)	-9%	4%	-7%	2%	i
COc1cccc(-n2c(-c3ccc4[nH]c(C)c(C)c4c3)n[nH]c2=S)c1	-3%	4%	-6%	-2%	10%
CC(=O)c1sc(N)nc1C	0%	-2%	-14%	-6%	0.4%
N/C(=N\OC(=O)CCCOc1ccccc1)c1ccccn1	-3%	-1%	1%	9%	0.7%
CCN(CC)CCCNc1nc(N)c([N+](=O)[O-])c(NCCO)n1	-2%	-19%	-1%	3%	i
Cc1ccc(CNC(=O)CCc2c(C)nc3c(c(C)nn3-c3ccc(C)cc3)c2C)cc1	-4%	0%	x	1%	0.8%
CCCN(CCC)c1nc2ccccc2nc1C(C#N)C(=O)OC(C)COC (stereo unspecified)	-11%	x	14%	13%	x
CCc1ccccc1NC(=O)CCN1C(=O)c2ccccc2C1=O	1%	-10%	-3%	0%	0.4%
O=C(NNC(=O)c1cccc2ccccc12)c1ccc(Cl)cc1	x	-3%	x	x	1.2%
O=C(O)c1ccc(NC(=S)NC(=O)c2cncc(Br)c2)cc1	-8%	2%	-10%	5%	1.2%
O=C(CNC(=O)c1ccc(Cl)cc1)OC1CCOC1=O (stereo unspecified)	5%	-1%	-11%	-8%	1.8%
O=C(COc1ccccc1Cl)Nc1ccc2c(c1)OCO2	-5%	3%	11%	6%	0.5%
O=C(CCc1nc2cccnc2n1Cc1ccccc1)N1CCOCC1	-8%	-5%	3%	-4%	0.7%
Cc1c(C(=O)NCc2ccc3c(c2)cc(C)n3C)cccc1[N+](=O)[O-]	-2%	9%	58%	-10%	4.8%
CC1CCCCC1NC(=O)CSc1nnnn1C (stereo unspecified)	x	-8%	x	x	i
Cc1ccc(NC(=S)NC(=O)/C=C/c2ccco2)c(O)c1	0%	2%	u	u	1.4%
CCOc1cc(/C=C2\N=C(SC(C)C(N)=O)N(c3ccc(OC(F)F)cc3)C2=O)ccc1O (stereo unspecified)	-2%	-2%	25%	u	9.2%
CCNC(=O)c1ccc(CSc2ccc(Cl)cc2)cc1	-1%	1%	76%	u	0.8%	inhibitors of VEEV 10K pilot screen=3.6
O=C(O)c1ccc2c(c1)C(=O)N(c1cccc(C(=O)/C=C/c3ccccc3)c1)C2=O	7%	-2%	-10%	3%	1.3%

14 successive compounds from above, quoted:
SMILES	Salmonella PhoP GFP	influenza NS1A	M. tuberculosis	H37Rv inhibition	inhibitors of VEEV	others
CCN(CC)CCCNc1nc(N)c([N+](=O)[O-])c(NCCO)n1	-2%	-19%	-1%	3%	i
Cc1ccc(CNC(=O)CCc2c(C)nc3c(c(C)nn3-c3ccc(C)cc3)c2C)cc1	-4%	0%	x	1%	0.8%
CCCN(CCC)c1nc2ccccc2nc1C(C#N)C(=O)OC(C)COC (stereo unspecified)	-11%	x	14%	13%	x
CCc1ccccc1NC(=O)CCN1C(=O)c2ccccc2C1=O	1%	-10%	-3%	0%	0.4%
O=C(NNC(=O)c1cccc2ccccc12)c1ccc(Cl)cc1	x	-3%	x	x	1.2%
O=C(O)c1ccc(NC(=S)NC(=O)c2cncc(Br)c2)cc1	-8%	2%	-10%	5%	1.2%
O=C(CNC(=O)c1ccc(Cl)cc1)OC1CCOC1=O (stereo unspecified)	5%	-1%	-11%	-8%	1.8%
O=C(COc1ccccc1Cl)Nc1ccc2c(c1)OCO2	-5%	3%	11%	6%	0.5%
O=C(CCc1nc2cccnc2n1Cc1ccccc1)N1CCOCC1	-8%	-5%	3%	-4%	0.7%
Cc1c(C(=O)NCc2ccc3c(c2)cc(C)n3C)cccc1[N+](=O)[O-]	-2%	9%	58%	-10%	4.8%
CC1CCCCC1NC(=O)CSc1nnnn1C (stereo unspecified)	x	-8%	x	x	i
Cc1ccc(NC(=S)NC(=O)/C=C/c2ccco2)c(O)c1	0%	2%	u	u	1.4%
CCOc1cc(/C=C2\N=C(SC(C)C(N)=O)N(c3ccc(OC(F)F)cc3)C2=O)ccc1O (stereo unspecified)	-2%	-2%	25%	u	9.2%
CCNC(=O)c1ccc(CSc2ccc(Cl)cc2)cc1	-1%	1%	76%	u	0.8%	inhibitors of VEEV 10K pilot screen=3.6

New compounds follow:
SMILES	Salmonella PhoP GFP	influenza NS1A	M. tuberculosis	H37Rv inhibition	inhibitors of VEEV	others
O=C(CSc1ccc(-c2cccnc2)nn1)Nc1ccccc1	7%	-6%	29%	-6%	0.5%
COc1ccc(-c2cc(C)no2)cc1S(=O)(=O)N(C)c1cccc(C)c1	-11%	11%	7%	10%	3.7%
CCOC(=O)N1CCC(N(CCN(C)C)C(=S)Nc2cc(C)cc(C)c2)CC1	-7%	0%	-9%	-14%	1.1%
Cc1ccc2cccc(Oc3ccc([N+](=O)[O-])cc3[N+](=O)[O-])c2n1	-7%	-3%	38%	39%	i
Cc1cc(OCc2cc(C(=O)N3CCCCCC3)no2)cc(C)c1Cl	-15%	-2%	47%	9%	5.1%
COc1ccc(NC(=O)CCCCC(=O)Nc2ccc(OC)cc2OC)c(OC)c1	-5%	4%	56%	0%	0.3%
COc1cccc(C2NC(=O)c3ccccc3O2)c1OCc1ccccc1F (stereo unspecified)	-37%	1%	-8%	4%	0.5%
COCCCn1c(SCc2cc(=O)[nH]c3ccccc23)nnc1-c1ccco1	-16%	3%	6%	-10%	i
C=CCN(C(=O)c1csnn1)C(C(=O)NC1CCCC1)c1ccccc1F (stereo unspecified)	3%	8%	-6%	4%	0.4%
CSc1cccc(NC(=O)C(=O)NCc2ccccc2)c1	8%	x	-1%	-5%	0.2%
CCN1C(=O)[C@H]2[C@@H](c3ccc(SC4CCCCC4)cc3)N[C@@](CC(C)C)(C(=O)OC)[C@H]2C1=O	2%	-5%	-1%	1%	0.5%	inhibitors of VEEV 10K pilot screen=0.0
NC(=O)NC(CC(=O)Nc1cccnc1)c1cccc(Br)c1 (stereo unspecified)	0%	2%	-4%	-8%	3.4%
CCO[C@@H]1OC(C(=O)O)=C[C@H](c2coc3ccccc3c2=O)[C@H]1CCCO	0%	2%	-9%	1%	i
C=CCOn1c(=O)c(=O)n(OCc2ccccc2)c2ccccc21	-7%	4%	-2%	-8%	2.6%
O=c1cc(N2CCc3ccccc3C2)[nH]c(=O)n1-c1ccccc1Cl	-9%	-7%	-14%	-10%	0.6%
CCc1ccc(NC2=NCCCS2)cc1	40%	9%	50%	3%	i
Cc1nc(N2CCN(c3ccccn3)CC2)c2c(C)c(C(=O)Nc3ccc(Br)cc3C)sc2n1	-2%	5%	26%	u	5.8%
Cc1ccc(-n2ncc(C(=O)NCc3ccc4c(c3)OCO4)c2NC(=O)c2ccco2)cc1C	3%	8%	26%	1%	2.3%
Cc1occc1C(=O)NC1CCCN(Cc2ccc(CC(C)C)cc2)C1 (stereo unspecified)	7%	13%	64%	18%	0.5%
O=C(O)c1cc(S(=O)(=O)Nc2cccc3ccccc23)c(Cl)cc1Cl	-14%	-3%	7%	2%	i
CCN(CC)C(=O)Nc1c(C)n(C)n(-c2ccccc2)c1=O	-5%	-5%	-2%	-5%	0.3%
O=c1c(/C=N/O)coc2ccc3ccccc3c12	-5%	-5%	0%	-11%	1.3%
CCN1CCN(S(=O)(=O)c2ccc3c4c(cccc24)C(=O)N3CC)CC1	x	0%	11%	0%	6.1%
COCCN1C=C(C(=O)OC)C(c2ccc(OC)c(OC)c2)C(C(=O)OC)=C1	-10%	-1%	-17%	-9%	0.5%
O=C(Nc1ccc(NC(=O)C2CC2)cn1)c1ccccc1	11%	6%	-15%	4%	1.7%
CC(=O)c1cccc(NC(=O)CC2S/C(=N/N=C3CCCCCC3)NC2=O)c1 (stereo unspecified)	5%	-5%	7%	-7%	1.4%
O=C(C1CCN(S(=O)(=O)c2cnc[nH]2)CC1)N1CCN(c2ncccn2)CC1	10%	-4%	-9%	9%	0.3%
COc1cc(NC(=O)c2cc(S(=O)(=O)N3CCCCC3)ccc2N2CCOCC2)cc(OC)c1	2%	-2%	-2%	5%	0.8%
O=C(COC(=O)C1CC(=O)N(Cc2ccco2)C1)Nc1ccc(F)cc1F (stereo unspecified)	x	0%	-7%	-3%	0.7%
C#Cc1ccc([C@H]2C=C(C(=O)Nc3ccccc3)O[C@@H](OCc3ccc(CO)cc3)C2)cc1	-4%	-4%	16%	9%	0.6%

Three entries from above, sorted by formula weight, descending.
SMILES	Salmonella PhoP GFP	influenza NS1A	M. tuberculosis	H37Rv inhibition	inhibitors of VEEV	others
CC(=O)c1cccc(NC(=O)CC2S/C(=N/N=C3CCCCCC3)NC2=O)c1 (stereo unspecified)	5%	-5%	7%	-7%	1.4%
O=C(O)c1cc(S(=O)(=O)Nc2cccc3ccccc23)c(Cl)cc1Cl	-14%	-3%	7%	2%	i
CSc1cccc(NC(=O)C(=O)NCc2ccccc2)c1	8%	x	-1%	-5%	0.2%

The list continues:
SMILES	Salmonella PhoP GFP	influenza NS1A	M. tuberculosis	H37Rv inhibition	inhibitors of VEEV	others
CC(C)C[C@H](NC(=O)c1ccc(OC2CCN(C(=O)C3CC3)CC2)cc1)C(N)=O	3%	1%	-14%	-6%	1.0%
CC(C)Oc1ccc(/C=N/NC(=O)c2ccc(N(Cc3ccccc3)S(C)(=O)=O)cc2)cc1	-8%	-6%	-3%	3%	3.0%
CC1=C(C(=O)OC(C)C)C(c2ccc(O)cc2)NC(=O)N1 (stereo unspecified)	-3%	-2%	-9%	3%	i
COc1ccc(N2C(=O)CCC(C(=O)Nc3cccc(C)n3)C2c2ccc(OC)c(OC)c2)cc1 (stereo unspecified)	-1%	-7%	11%	-3%	2.0%
Cc1ccccc1N1CCN(C2CCCN(C(=O)CCc3c(C)noc3C)C2)CC1 (stereo unspecified)	3%	4%	15%	2%	0.2%
COc1cc([N+](=O)[O-])ccc1NC(=O)CCCOc1cccc(C)c1	-8%	3%	52%	-2%	i
CC(C(=O)N=Nc1c(O)[nH]c2ccccc12)n1cnc2ccccc2c1=O (stereo unspecified)	-4%	-5%	20%	5%	2.6%
Cc1ccc2oc(=O)c3cnn(CC(=O)NCCCOC(C)C)c3c2c1	1%	-2%	5%	-3%	0.4%
COc1ccc(C2C(C#N)=C(N)Oc3c2c(=O)oc2ccccc32)cc1Cn1cc([N+](=O)[O-])cn1 (stereo unspecified)	-5%	2%	12%	-1%	6.8%
Cc1ccc(OCC(=O)N/N=C\c2cccn2C)c([N+](=O)[O-])c1	-3%	8%	-2%	2%	0.5%
Cc1cc2c(cc1S(=O)(=O)N1CC(C)CC(C)C1)OCC(=O)N2 (stereo unspecified)	13%	2%	4%	-2%	0.8%	inhibitors of VEEV 10K pilot screen=0.5
COCCNc1c2c(nc3c(-c4ccccc4)c(C)nn13)CCC2	0%	-19%	23%	-3%	3.5%
Cc1ccccc1OCC(=O)OC(C(=O)c1ccccc1)c1ccccc1 (stereo unspecified)	2%	-1%	32%	-2%	0.8%
O=C(O)CC(c1ccc(Br)cc1)N1Cc2ccccc2C1=O (stereo unspecified)	-2%	-1%	-4%	8%	0.3%
CN(C)c1ccc(NC(=O)CSc2nc(N)c(C(=O)Nc3ccc(N(C)C)cc3)s2)cc1	-7%	25%	u	u	0.7%

Screening results as filed in PubChem BioAssay.
